MLL CXXC-DNA inh – inhibitors of human MLL CXXC domain-DNA interaction | AID 2662 | 0.037% of 290,000 active | MLL-CXXC / FITC-HOXA9 DNA fluorescence polarization | Potency, µM (series often up to 115 µM), without a hit: at the highest dose activity change, negative = inhibition, usual class: inhibitors; active means well fitted inhibition curve with a large enough effect in the polarisation, with a control signal flat, not every such curve was filed as active; inconclusive means small, poorly fitted or top-dose-only effect, or effect the other way, or a change in a side signal; inactive means no such curve, though single readings can be large or run the other way; the % refers to the polarisation; further: potency means the concentration at half of the fitted maximal effect
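Steps: dispense CXXC domain solution (7 uM) → pin compounds or unlabeled HOX-A9 DNA control → 5 min ambient → add FLSN-HOX-A9 solution (50 nM) → spin → 30 min ambient → fluorescence polarization. Tris pH 7.5/NaCl/DTT/BSA buffer.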
USP2a inh – inhibitors of human ubiquitin-specific protease USP2a; 0.01% of 330,000 active; USP2 core, Ub-CHOP2 coupled fluorogenic reporter, 485/531; Potency, µM (doses to about 38.3 µM), for inactives: at the highest dose activity change, negative = inhibition, actives largely listed as inhibitors; O75604;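 further: potency means the concentration at half of the fitted maximal effect; plate controls were DMSO wells for no effect and full inhibition by NEM control for full effect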
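Deubiquitinase activity read as fluorescence (485/531 nm) after Ub-CHOP2 cleavage activates the enterokinase reporter on its substrate; USP2 core 10nM, Ub-CHOP2 and substrate 25nM each, 30min compound preincubation then 60min RT; data normalized to NEM, curves fitted.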
Giardia kill – kills Giardia lamblia; Giardia lamblia trophozoite viability; activity change, % at 7.66 µM, hits read low; 0.15% of 340,000 active; in the data active means activity change below about -80%; inconclusive means between about -30% and that limit;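 further: parasites exposed to compound for two days anaerobically before the ATP read; on the % scale 0 is the no-effect control and ±100 the full control effect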
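Trophozoites 100 cells/well + cpd; 48 hrs, 37 deg C, anaerobic. ATPLite 1-Step added, 15-30 min RT, luminescence read (ATP-based viability).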
Coupling enz – coupling enzyme interference in Giardia aldolase counter-screen; coupling enzyme system counterscreen, AmpLite Red fluorescence; activity change, negative = inhibition, % at 58.2 µM, hits read low; AID 2472; 0.67% of 290,000 active; in the data active means activity change below about -30%; further: on the % scale 0 is the no-effect control and ±100 the full control effect
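Compounds tested against the coupling enzymes alone at 57.5 uM final; readout was AmpLite Red fluorescence (525/598 nm) after 20 min at RT.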
TRPV1 ag – agonists of human vanilloid receptor 1 (TRPV1); 0.19% of 320,000 active; TRPV1-expressing cells, Fluo-8 calcium influx, agonist mode; Q8NER1; activation, % at 8.33 µM; AID 540275; in the data active means activation above about 80%; inconclusive means between about 30% and that limit; further: 0% is about no effect
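Cells expressing TRPV1 were dye-loaded with Fluo-8 and read kinetically: 10 s baseline, 3 min after compound (agonist portion), then 2 min after EC20 capsaicin (allosteric enhancer portion). Calcium-bound dye fluorescence at 480/520 nm.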
KCNH2 3.1 inh – blocks the human KCNH2 3.1 channel isoform | activity change, % (tested at about 1.8 µM) | U2OS KCNH2 3.1, thallium flux FluxOr; stronger effect = lower value | 0.95% of 340,000 active;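 active means maximum activity change below -70%; inconclusive means maximum activity change from -70% to -50%; inactive means maximum activity change above -50%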;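 further: thallium influx rate constant from kinetic fluorescence after stimulation buffer; on the % scale 0 is the no-effect control and ±100 the full control effect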
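U2OS cells transduced with KCNH2 3.1 mutant virus (1.77 x 10^8 /mL, 4 h), plated overnight at 37 C, loaded 45 min with FluxOr dye plus Red40 quencher. Thallium flux rate constant from kinetic reads after stimulation buffer, normalised to controls.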
GALK inhibitor – galactokinase (human) inhibition. Potency, µM (titrated, usually from 57.5 µM), inactives show at the top dose activity change, negative = inhibition, actives largely listed as inhibitors. Purified GALK, Kinase-Glo residual ATP luminescence. AID 1868. 0.007% of 270,000 active; further: potency means the concentration at half of the fitted maximal effect; on the % scale 0 is the no-effect control and ±100 the full control effect
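Galactose (100 uM) and ATP (35 uM) were turned over by 5 nM GALK for 1 h at RT. Kinase-Glo Plus then converted the remaining ATP into a luminescent signal.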
PKM2 activator – increases activity of human pyruvate kinase M2 | AID 1631 | 0.34% of 260,000 active | purified PKM2, Kinase-Glo ATP luminescence, activation; response scale: 0% is enzyme alone, no compound | Potency, µM (titrated, usually from 57.5 µM), without a hit: top-dose activation, hits mostly activators; further: potency means the concentration at half of the fitted maximal effect; on the % scale 0 is the no-effect control and ±100 the full control effect; nearly all actives have a fitted effect of over 55% in size
Target sequence (P14618 whole entry, looked up): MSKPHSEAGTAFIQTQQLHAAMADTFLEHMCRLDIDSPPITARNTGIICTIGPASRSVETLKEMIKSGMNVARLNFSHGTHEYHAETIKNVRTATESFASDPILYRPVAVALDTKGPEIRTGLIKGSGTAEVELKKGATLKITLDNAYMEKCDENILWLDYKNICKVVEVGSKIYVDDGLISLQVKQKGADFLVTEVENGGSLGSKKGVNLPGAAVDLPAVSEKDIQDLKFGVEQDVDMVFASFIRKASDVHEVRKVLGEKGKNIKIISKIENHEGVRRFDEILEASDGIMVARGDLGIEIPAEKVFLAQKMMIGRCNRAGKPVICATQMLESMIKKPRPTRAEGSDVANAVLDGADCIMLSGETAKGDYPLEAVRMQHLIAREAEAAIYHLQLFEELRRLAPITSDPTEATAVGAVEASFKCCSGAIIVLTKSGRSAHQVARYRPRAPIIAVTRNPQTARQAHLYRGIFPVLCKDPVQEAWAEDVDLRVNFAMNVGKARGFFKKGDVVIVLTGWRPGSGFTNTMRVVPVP
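Purified hPK-M2 (>95% pure) converted ADP (0.1 mM final) to ATP with 0.5 mM PEP in 50 mM imidazole pH7.2, KCl, MgCl2, Tween 20, BSA; 1 h at room temperature. ATP detected by Kinase-Glo luminescence.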
B2AR arrestin – recruits beta-arrestin to the human beta2-adrenergic receptor | P07550 | beta-arrestin recruitment to beta2AR, cell-based reporter | Potency, µM (doses to about 46.1 µM), for inactives: top-dose activation, most hits filed as activators | 0.02% of 330,000 active | AID 492947;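 further: potency means the concentration at half of the fitted maximal effect; 0% = DMSO controls and full agonism = EC100 isoproterenol or metaproterenol; nearly all actives have a fitted effect of over 65% in size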
Target sequence (P07550 whole entry, looked up): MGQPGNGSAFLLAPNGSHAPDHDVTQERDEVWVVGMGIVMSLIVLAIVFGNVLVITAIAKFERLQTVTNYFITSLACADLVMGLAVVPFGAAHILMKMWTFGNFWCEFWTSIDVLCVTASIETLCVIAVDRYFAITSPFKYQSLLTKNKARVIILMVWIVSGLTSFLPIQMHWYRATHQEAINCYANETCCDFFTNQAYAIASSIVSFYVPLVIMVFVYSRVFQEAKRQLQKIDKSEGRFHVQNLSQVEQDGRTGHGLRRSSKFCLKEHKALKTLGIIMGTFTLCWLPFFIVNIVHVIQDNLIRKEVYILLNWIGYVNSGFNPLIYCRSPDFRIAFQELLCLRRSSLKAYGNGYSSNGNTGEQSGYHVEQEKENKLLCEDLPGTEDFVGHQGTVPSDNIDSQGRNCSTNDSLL
Menin-MLL TR inh – inhibitors of human menin-MLL interaction, mutant MLL peptide. Menin + Texas Red MLL mutant peptide, fluorescence polarization. Potency, µM (titrated, usually from 61.6 µM), without a hit: at the highest dose FP activity change, negative = inhibition, actives largely listed as inhibitors. O00255. AID 1768. 0.23% of 270,000 active; active means well fitted inhibition curve with a large enough effect in the polarisation, with a control signal flat, not every such curve was filed as active; inconclusive means small, poorly fitted or top-dose-only effect, or effect the other way, or a change in a side signal; inactive means no such curve, though single readings can be large or run the other way; the % refers to the polarisation; further: potency means the concentration at half of the fitted maximal effect; % of control where 0% means no effect; many of its hits are not listed in these tables
KCNH2 WT inh – blocks the wildtype human KCNH2 potassium channel. AID 720551. activity change, % at 1.84 µM. U2OS, BacMam KCNH2, thallium flux FluxOr; stronger effect = lower value. 0.37% of 340,000 active;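 active means maximum activity change below -70%; inconclusive means maximum activity change between -70% and -50%; inactive means maximum activity change above -50%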; further: on the % scale 0 is the no-effect control and ±100 the full control effect
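U2OS cells transduced with wild-type KCNH2 virus are loaded with FluxOr dye for 45 min, and thallium flux is measured in kinetic reads before and after stimulation buffer. Rate constants are normalized to DMSO controls.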
* marks the source's active call; other numbers are inactive results; u = inconclusive; x = not tested or not shown; [ ] = another dose, or the depositor's remark. Unless noted, the call rests on the fitted dose curve; in most records, active means well fitted curve in the direction sought with a large enough effect; inconclusive means small, poorly fitted or top-dose-only effect, or another doubt; inactive means no such curve, though single readings can be large; an effect the other way counts as inactive or inconclusive. A portion of the library; count on the stated rates, not on these rows.

SMILES	MLL CXXC-DNA inh	USP2a inh	Giardia kill	Coupling enz	TRPV1 ag	KCNH2 3.1 inh	GALK inhibitor	PKM2 activator	B2AR arrestin	Menin-MLL TR inh	KCNH2 WT inh
COc1ccc(/C=N\NC(=O)/C(=C\Nc2nccc(C)n2)NC(=O)c2ccccc2)cc1	4.5%	1.9%	-14.8	-1.1	1.6	-1.1	-2.4%	4.6%	0.2%	0.1%	-7.2
CO/N=C/C1C(=O)NN=C1c1ccccc1 (stereo not given)	3.1%	0.6%	-18.8	6.5	1.0	-4.6	4.7%	0.6%	0.4%	0.3%	1.5
Cc1onc(-c2ccccc2Cl)c1C(=O)N1CCN=C1SCc1cccnc1	3.3%	0.5%	12.0	-0.5	3.1	5.5	0.3%	-1.0%	0.2%	-1.7%	4.6
COc1ccc(/C=N\NC(=O)COc2ccc(C(C)(C)C)cc2)cc1Cn1nc(C)cc1C	5.3%	-2.3%	-9.0	-3.5	u	-15.7	-11.8%	-15.6%	8.1%	2.7%	-28.1
COc1ccc(Cl)cc1NC(=S)N1CCN(c2ncccn2)CC1	-1.2%	-0.8%	11.2	2.6	1.9	23.3	-2.0%	-4.8%	-0.3%	3.9%	-1.3
Cc1ccc(/C=N/N2C(=O)C3C(C2=O)C2C=CC3C23CC3)o1 (stereo not given)	-4.7%	-0.6%	-22.2	-0.1	5.9	9.5	0.9%	-0.1%	-0.5%	-0.2%	4.4
COc1ccc(-c2ocnc2C(=O)Nc2ccccc2N2CCCCC2)cc1	0.1%	-1.4%	7.4	-3.0	1.1	u	-2.6%	-4.2%	-1.0%	9.6%	-22.6
COc1ccc(S(=O)(=O)Nc2cccc3c2O[C@H](CN(C)C(=O)Nc2ccc(C(F)(F)F)cc2)[C@@H](C)CN([C@H](C)CO)C3=O)cc1	x	2.5%	u	x	x	-1.7	x	x	-0.1%	x	4.8
CCc1nc2sc3c(=O)[nH]cnc3c2c2c1CSC(C)(C)C2	-1.5%	0.6%	-4.0	4.1	4.1	-5.8	1.5%	7.1%	0.4%	x	-4.2
CCOc1ccc(S(=O)(=O)Nc2cc(S(=O)(=O)N(CC)CC)ccc2N2CCCC2)cc1	2.8%	-1.0%	-7.3	-0.6	22.6	-20.2	-2.2%	-9.0%	-0.1%	-0.1%	0.8
COC(=O)c1[nH]c(=O)c2ccccc2c1O	6.1%	1.1%	-4.3	-22.9	1.2	3.3	-6.5%	-10.3%	-0.4%	3.6%	-2.7
O=C(c1ccc(CS(=O)(=O)c2ccccc2)o1)N1CCOCC1	0.0%	0.4%	1.2	1.9	5.3	0.5	2.3%	-6.2%	0.1%	21.9%	1.0
O=C(CCc1nc(-c2ccccc2)no1)Nc1cc(C(F)(F)F)ccc1Cl	0.7%	-12.3%	-5.7	0.5	-2.8	-4.0	-0.3%	-11.4%	-0.2%	92.9%[activator]	-5.8
CCOc1ccc(NC(=O)Cc2nnc(SCC(=O)N3CCOCC3)n2C)cc1	-1.5%	0.9%	4.8	x	8.0	12.8	5.2%	-3.3%	0.3%	x	2.5
COc1ccc(C(=O)NCCNC(=O)c2ccccn2)cc1	-1.0%	0.7%	-8.4	7.1	0.3	-2.8	5.5%	x	-0.1%	1.4%	3.6
COc1cc(/C=C2/SC(=S)N(Cc3ccccc3)C2=O)cc(Cl)c1O	u	0.8%	-5.8	13.1	u	-28.3	-2.4%	x	-1.2%	u	-18.7
Cc1ccc(CNC(=O)CN(C)C2=NS(=O)(=O)c3ccccc32)cc1	x	0.0%	11.6	x	3.8	11.3	x	x	-1.4%	x	-1.9
Cc1cc(C)c2c(N)c(C(=O)Nc3c(C)n(C)n(-c4ccccc4)c3=O)sc2n1	4.6%	-0.1%	10.3	0.2	-2.7	5.3	1.9%	1.6%	0.0%	0.2%	-15.5
O=C(N/N=C/c1ccccc1)c1cc(-c2ccc3c(c2)OCO3)n[nH]1	20.5%	3.7%	2.6	1.3	-3.5	x	-3.2%	15.2%	0.1%	32.9%[activator]	-13.1
CN(CCOc1ccccc1)C(=O)c1ccc(Cl)c(S(=O)(=O)N2CCCCC2)c1	x	-0.4%	-9.2	x	u	-4.5	x	x	0.3%	x	17.8
COc1cc(NS(=O)(=O)N2CCCC2)cc(OC)c1OC	0.5%	2.0%	0.8	-3.7	3.3	-8.3	1.1%	0.8%	-1.5%	0.7%	3.8
CCOc1cc(N2CCOCC2)c(OCC)cc1NC(=O)c1ccc(OC)c(S(=O)(=O)N2CCOCC2)c1	x	1.2%	-9.8	x	x	-10.2	x	x	-0.5%	x	6.2
OC(CN1CCOCC1)Cn1cnc2ccccc21 (stereo not given)	-8.7%	2.7%	15.0	1.9	-2.0	-13.1	2.5%	x	0.0%	6.4%	-0.9
Cc1c(OC(C)C(=O)NCc2ccncc2)ccc2c3c(c(=O)oc12)CCC3 (stereo not given)	-3.6%	-1.4%	13.7	x	11.2	11.6	-6.7%	x	-0.3%	x	-2.3
CCC(C)(C)NC(=O)CN(C(=O)CCC(=O)Nc1ccccn1)c1ccc2c(c1)OCO2	31.7%[activator]	1.3%	-6.9	0.9	0.7	4.8	-0.4%	1.2%	0.0%	1.3%	-9.4
CS(=O)(=O)N(Cc1ccccc1)c1ccc(C(=O)N2CCOCC2)cc1	-0.1%	1.3%	-5.9	-3.3	1.1	-4.3	-2.6%	-0.6%	-0.9%	6.3%	-2.5
CCCCN(CC)C(=O)c1ccc2c(c1)OCO2	-5.9%	1.5%	-11.1	6.4	1.2	8.7	1.8%	-1.4%	2.6%	-0.2%	12.5
COC(=O)C1=C(C)N(c2ccc(C)c(C)c2)/C(=C/c2ccco2)C1=O	-4.5%	-0.1%	-4.4	3.4	29.1	10.3	0.3%	u	-0.1%	10.3%	3.5
CNC(=O)c1c(NC(=O)CS(=O)(=O)c2ccc(Cl)cc2)sc(C)c1C	x	0.6%	11.9	x	-3.7	-22.4	x	x	-0.6%	x	-2.6
Cc1ccc(/C=C(\NC(=O)c2ccc(C)cc2)C(=O)NCCCn2ccnc2)cc1	-1.4%	-0.3%	-4.5	3.5	-1.4	-95.4*	-3.3%	-1.0%	0.3%	-16.6%	-93.7*
Cn1c(=NCC(O)COc2ccccc2)sc2ccccc21 (stereo not given)	-5.2%	1.3%	-4.9	3.2	2.5	-20.0	1.1%	-4.5%	-0.1%	0.1%	-5.0
CC1CCCC(C)N1CC(O)COCc1ccccc1 (stereo not given)	0.6%	2.1%	15.6	1.5	2.6	-9.5	x	x	-0.7%	-13.5%	0.5
CC1(C)Cc2c(cnn2-c2ccccc2)C(=O)/C1=N\NC(=O)c1ccccc1	5.2%	2.5%	15.6	3.5	17.6	5.4	0.0%	-0.6%	0.0%	-2.7%	-20.3
O=C(NCC(=O)N(c1ccccc1)C(C(=O)NC1CCCC1)c1cccnc1)c1ccco1 (stereo not given)	-1.8%	3.4%	-9.8	1.0	2.6	-3.7	-2.3%	-3.9%	-1.0%	1.7%	-5.7
CCC(=O)c1ccc(OCC(=O)NCCC2=CCCCC2)c(OC)c1	6.2%	-0.9%	6.1	5.7	-0.3	-32.7	1.4%	x	-0.1%	-17.8%	4.6
O=C(CS(=O)(=O)c1ccccc1)NC1CCCCC1	-8.8%	0.2%	5.8	1.5	-2.6	-15.1	0.3%	-0.8%	0.5%	-1.1%	-2.1
CCC(=O)Nc1ccccc1C(=O)N1CCOCC1	-7.6%	-2.2%	2.1	1.0	-1.0	4.2	5.5%	2.1%	-0.8%	-0.6%	1.1
O=C(O)CC12CC3CC(C1)CC(n1ncc(NCc4ccc(F)cc4Cl)c(Cl)c1=O)(C3)C2	23.8%	-1.0%	-9.7	4.5	-1.0	-3.9	-1.0%	0.7%	-0.3%	-19.7%	-11.4
O=C1[C@@H]2Cc3c([nH]c4ccccc34)C(c3ccccc3)N2C(=O)CN1C1CCN(Cc2ccccc2)CC1 (stereo not given in full)	-7.8%	-6.1%	-14.2	22.5	-2.7	u	3.8%	x	0.2%	35.5%[activator]	-6.9
CCN(CC)CCOC(=O)c1ccc2c(c1)OCCO2	-12.3%	1.4%	11.3	1.3	-6.8	-10.6	0.9%	-0.7%	-0.5%	-3.3%	0.6
Cc1nn(CC(=O)Nc2cccc(S(N)(=O)=O)c2)c(C)c1[N+](=O)[O-]	-1.7%	u	u	3.0	-6.5	-10.1	0.2%	7.4%	-1.1%	-11.6%	-6.8
CC12CCC(C/C1=N\OC(=O)c1ccc(F)cc1)C2(C)C (stereo not given)	16.1%	0.4%	13.0	1.4	12.5	-5.5	0.7%	2.2%	-0.4%	-7.1%	3.5

Compound activity: PubChem BioAssay, National Center for Advancing Translational Sciences (NCATS)
